Screening results: PubChem, National Center for Advancing Translational Sciences (NCATS)
MLL CXXC-DNA inh = qHTS Fluorescence Polarization Assay for Inhibitors of MLL CXXC domain - DNA interaction; Potency, µM (titrated, usually from 115 µM), for inactives: at the top dose activity change, negative = inhibition, hits mostly inhibitors; AID 2662, 2010; Histone-lysine N-methyltransferase 2A (Homo sapiens), Q03164; 0.037% of 290,000 active; MLL-CXXC / FITC-HOXA9 DNA fluorescence polarization; active means well fitted inhibition curve with a large enough effect in the polarisation, with a control signal flat, not every such curve was filed as active; inconclusive means small, poorly fitted or top-dose-only effect, or effect the other way, or a change in a side signal; inactive means no such curve, though single readings can be large or run the other way; the % refers to the polarisation
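Purified MLL-CXXC (added from a 7 uM solution) was preincubated 5 min at ambient with pinned compounds in 50 mM Tris-HCl pH 7.5, 50 mM NaCl, 1 mM DTT, 0.05% BSA. Fluorescein-labeled HOX-A9 DNA (50 nM solution) followed, 30 min, then polarization read.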
BRCA1 expr up = qHTS Assay to Identify Small Molecule Activators of BRCA1 Expression | MCF7-BRCA1-FFLuc reporter, luminescence, 48 h; response scale: scaled: vehicle 0%, 10 µM genistein 100% | Potency, µM (series often up to 46.1 µM), for inactives: at the highest dose activation, most hits filed as activators | AID 624202, 2012 | 1.1% of 380,000 active; further: nearly all actives have a fitted effect of over 80% in size; some results filed as inactive show a strong effect at the top dose
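MCF7-BRCA1-FFLuc cells, 2000/well in phenol-red-free MEM, attached 2 h then treated 48 h at 37 C. Luciferase luminescence read 15 min after reagent; normalized to genistein maximum activation (10microM) and DMSO, concentration-response fitted.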
ELG1 genotox = qHTS screen for small molecules that induce genotoxicity in human embryonic kidney (HEK293T) cells expressing luciferase-tagged ELG1; HEK293T ELG1-luciferase reporter, luminescence, 16 h; Potency, µM (titrated, usually from 46 µM), for the others: at the top dose activity change, positive = activation, actives largely listed as activators; 1.3% of 330,000 active; AID 504466, 2011; further: % of control where 0% means no effect; nearly all actives have a fitted effect of over 60% in size
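Genotoxic stress is detected as increased luminescence from luciferase-tagged ELG1 in HEK293T cells, measured with ONE-Glo after a 16 hr treatment at 37 °C.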
RORgamma inh = qHTS for inhibitors of ROR gamma transcriptional activity. Nuclear receptor ROR-gamma (Mus musculus), P51450. AID 2551, 2010. 5.4% of 310,000 active. Potency, µM (doses to about 53.6 µM), for inactives: at the highest dose activity change, negative = inhibition, actives largely listed as inhibitors. Drosophila S2 Gal4-RORgamma UAS-luciferase reporter, 20 h; further: on the % scale 0 is the no-effect control and ±100 the full control effect; nearly all actives have a fitted effect of over 60% in size
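In this cell-based reporter format, copper sulfate (700 uM final) drives Gal4–ROR gamma fusion expression from a metallothionein promoter in Drosophila Schneider cells; compounds preincubated 1 hr, reporter read after 20 hr at ambient temperature.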
MBNL1-CUG inh = qHTS Assay for Inhibitors of MBNL1-poly(CUG) RNA binding; Muscleblind-like protein 1 (Homo sapiens), Q9NR56; Potency, µM (titrated, usually from 57.5 µM), for the others: at the top dose activity change, negative = inhibition, usual class: inhibitors; AID 2675, 2010; 0.036% of 280,000 active; TR-FRET MBNL1-His/biotin-(CUG)12 binding, 665/545 ratio; active means well fitted inhibition curve with a large enough effect in the signal ratio, with a control signal flat, not every such curve was filed as active; inconclusive means small, poorly fitted or top-dose-only effect, or effect the other way, or a change in a side signal; inactive means no such curve, though single readings can be large or run the other way; the % refers to the signal ratio; further: on the % scale 0 is the no-effect control and ±100 the full control effect
Target sequence (Q9NR56 whole entry, looked up): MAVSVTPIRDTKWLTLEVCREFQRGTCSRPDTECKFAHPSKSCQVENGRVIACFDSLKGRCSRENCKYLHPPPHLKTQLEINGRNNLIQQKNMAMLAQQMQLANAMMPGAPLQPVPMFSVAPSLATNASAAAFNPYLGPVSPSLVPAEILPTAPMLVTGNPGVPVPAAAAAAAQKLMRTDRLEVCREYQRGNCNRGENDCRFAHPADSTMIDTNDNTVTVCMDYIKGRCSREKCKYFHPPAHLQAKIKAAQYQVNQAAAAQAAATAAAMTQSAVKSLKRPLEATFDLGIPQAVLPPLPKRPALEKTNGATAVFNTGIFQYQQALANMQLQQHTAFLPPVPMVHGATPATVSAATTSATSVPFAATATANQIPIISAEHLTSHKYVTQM
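Inhibition of protein-RNA binding appears as loss of TR-FRET between terbium anti-His antibody on MBNL1-His and streptavidin-XL665 on biotin-(CUG)12. Activity is normalized to buffer-only and uninhibited-complex controls.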
FLuc modulator = qHTS profiling assay for firefly luciferase inhibitor/activator using purifed enzyme and Km concentrations of substrates (counterscreen for miR-21 project); Potency, µM (highest dose often 57.5 µM), without a hit: at the highest dose activity change, negative = inhibition, actives largely listed as inhibitors; 6.9% of 360,000 active; purified FLuc, Km substrates, luminescence inhibition;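 further: plate controls were vehicle for no effect and reference inhibitor for full effect; nearly all actives have a fitted effect of over 55% in size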
Target sequence (P08659 whole entry, looked up): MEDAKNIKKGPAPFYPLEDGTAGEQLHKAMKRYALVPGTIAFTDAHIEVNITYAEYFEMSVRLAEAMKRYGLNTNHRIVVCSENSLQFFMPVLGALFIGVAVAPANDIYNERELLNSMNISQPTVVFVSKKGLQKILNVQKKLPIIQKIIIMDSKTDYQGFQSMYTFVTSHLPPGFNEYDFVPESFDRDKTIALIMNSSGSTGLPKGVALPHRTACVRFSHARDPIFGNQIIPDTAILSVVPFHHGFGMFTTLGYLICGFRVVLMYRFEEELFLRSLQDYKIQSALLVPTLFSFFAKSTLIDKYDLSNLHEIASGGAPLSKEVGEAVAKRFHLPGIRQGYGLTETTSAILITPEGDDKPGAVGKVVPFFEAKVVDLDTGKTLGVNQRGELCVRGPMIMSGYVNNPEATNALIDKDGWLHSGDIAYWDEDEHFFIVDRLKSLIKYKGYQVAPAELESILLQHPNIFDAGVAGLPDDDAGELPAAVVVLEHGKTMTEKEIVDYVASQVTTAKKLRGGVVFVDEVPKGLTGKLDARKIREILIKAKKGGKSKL
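Purified P. pyralis luciferase, 10 nM final, with Km-level 10 uM D-luciferin and 10 uM ATP in 50 mM Tris acetate pH 7.5, 10 mM Mg acetate, 0.01% Tween-20, 0.05% BSA; 6-point qHTS titration about 60 µM downward; luminescence read.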
Rab9 prom act = qHTS Assay for Rab9 Promoter Activators. Huh7 Rab9 promoter-luciferase reporter, luminescence, 24 h. 2.8% of 320,000 active. AID 485297, 2010. Potency, µM (series often up to 9.22 µM), without a hit: at the highest dose activation, negative = inhibition, hits mostly activators; further: % of control where 0% means no effect; nearly all actives have a fitted effect of over 60% in size
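Luminescence read-out: Huh7 cells stably expressing Rab9-luciferase, treated 24 h with compound at 37 °C, then lysed with luciferase reagent for 10 min at ambient before reading.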
p53 reactivation = qHTS assay for re-activators of p53 using a Luc reporter; AID 504706, 2011; 0.063% of 320,000 active; Potency, µM (highest dose often 92.2 µM), without a hit: at the top dose activity change, positive = activation, most hits filed as activators; H1299 p53-A138V BP100-luciferase reporter, luminescence, 24 h; further: % of control where 0% means no effect; nearly all actives have a fitted effect of over 45% in size
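H1299 (p53-null), stable ts p53-A138V + BP100-Luc; 1000 cells/well, Opti-MEM/10% FBS; cpd 4 pt, 1:5; 24 h, 37 deg C, 5% CO2; detection reagent 10 min RT; luminescence.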
uPA generation = qHTS for Inhibitors of Cell Surface uPA Generation. cell surface uPA generation assay, qHTS. Potency, µM (series often up to 38.3 µM), without a hit: at the highest dose activity change, negative = inhibition, most hits filed as inhibitors. 0.31% of 330,000 active; active means well fitted inhibition curve with a large enough effect; inconclusive means small, poorly fitted or top-dose-only effect; inactive means no such curve, though single readings can be large or run the other way; tested in mouse RAW 264.7 cells; further: on the % scale 0 is the no-effect control and ±100 the full control effect; nearly all actives have a fitted effect of over 55% in size
Gal4-VP16 FLuc = VP16 counterscreen qHTS for inhibitors of ROR gamma transcriptional activity | Drosophila S2 Gal4-VP16 UAS-luciferase, luminescence, 20 h | AID 2546, 2010 | 3.5% of 310,000 active | Potency, µM (doses to about 53.6 µM), for inactives: at the top dose activity, negative = inhibition, most hits filed as inhibitors;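 further: Gal4-VP16 expression switched on by copper sulfate through the metallothionein promoter; on the % scale 0 is the no-effect control and ±100 the full control effect; nearly all actives have a fitted effect of over 50% in size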
NPC1 promoter act = qHTS Assay for NPC1 Promoter Activators; Huh7 NPC1 promoter luciferase reporter, 24 h; Potency, µM (doses to about 9.22 µM), for inactives: at the highest dose activation, usual class: activators; 2.4% of 320,000 active;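 further: % of control where 0% means no effect; nearly all actives have a fitted effect of over 60% in size; reporter is driven by a mutant NPC1 promoter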
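In 1536-well qHTS, Huh7 cells harboring an NPC1 promoter–luciferase construct received compound for 24 h; activation was quantified by luminescence following luciferase reagent addition.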
Starred values were filed as active, the others as inactive; ? = inconclusive; / = no result given; & = joins results of further samples; [ ] = dose if it differs, or a comment. Unless noted, the call rests on the fitted dose curve; in most records, active means well fitted curve in the direction sought with a large enough effect; inconclusive means small, poorly fitted or top-dose-only effect, or another doubt; inactive means no such curve, though single readings can be large; an effect the other way counts as inactive or inconclusive. Potency means the concentration at half of the fitted maximal effect. A portion of the library; the hit share may differ from the screen's.

SMILES	MLL CXXC-DNA inh	BRCA1 expr up	ELG1 genotox	RORgamma inh	MBNL1-CUG inh	FLuc modulator	Rab9 prom act	p53 reactivation	uPA generation	Gal4-VP16 FLuc	NPC1 promoter act
O=C(c1ccccc1)c1ccc(N=Nc2c(O)[nH]c(=O)[nH]c2=O)cc1	-1%	-24%	12%	20%	?	1%	?	9%	-13%	-17%	-9%
CCCNc1nc2c(c(=O)[nH]c(=O)n2C)n1Cc1ccc(F)cc1	-3%	-7%	?	19%	-6%	-1%	-10%	-7%	-8%	?	-3%
CC1CN=C(NCc2ccccc2)S1 (configuration not stated)	1%	10%	3%	-8%	-6%	-2%[2.3 µM]	1%	5%	3%	13%	-1%
Cc1[nH]c2ccc(O)cc2c1CCN	-17%	-2%	-11%	-1%	/	-1%	-2%[46.1 µM]	1%	-2%	0%	1%[46.1 µM]
CN1C2C=C(N(C(=O)c3ccc(Cl)cc3)c3ccccc3)CC1CC2 (configuration not stated)	2%	-24%	3%	-24%	14%	10%	6%	-3%	2%	6%	-3%
O=c1[nH]c(=O)n(-c2ccc(Cl)cc2)c(O)c1C=Nc1ccc(S(=O)(=O)Nc2nccs2)cc1	17%	1%	-1%	3%	-9%	-2%	-9%	6%	31%[activator]	-15%	1%
CCN1CCN(Cc2nnnn2C(C)(C)C)CC1	2%	-20%	-2%	-9%	1%	6%	4%	3%	1%	-2%	0%
COc1ncccc1C(=O)NCC(CC(=O)O)c1ccccc1 (configuration not stated)	-3%	14%	3%	18%	2%	6%	-11%	-1%	0%	1%	1%
O=C(O)CCn1cc(C=C2C(=O)NC(=O)NC2=O)c(-c2ccc(Br)cc2)n1	?	-2%	1%	-2%	-1%	-11%	5%	12%	-7%	6%	0%
O=C1NC(=S)NC(=O)C1=Cc1cccc2cc3ccccc3cc12	?	-82%	-11%	-31%	?	?	-32%[inhibitor]	-12%	-10%	6%	0%
COc1ccc(C(C)=O)cc1CC(C(=O)c1ccccc1)N(C)C (configuration not stated)	-4%	-24%	9%	42%	-11%	?	2%	?	-1%	7%	-2%
CCN(CC)CCO	/	2%	2%	5%	/	-1%	-3%	10%	18%	-12%	-1%
Cc1ccc2cc(NC(=O)c3ccccc3)ccc2n1	-3%	6%	1.8µM*	-44%	4%	1.9µM*	0.4µM*	18%	?	?	0.56µM*
CCCN(CC#CCO)CCC	12%	14%	1%	13%	-4%	4%	-1%	-2%	2%	-3%	-2%
COC(=O)C1=C(c2ccccc2OCc2ccccc2)C[C@@H]2CC[C@H]1N2C(=O)NCc1ccc(OC)cc1	/	0%	-8%	/	/	3%	-6%	-2%	?	/	-6%
CN1CCN(c2nc3ccccc3c(=O)n2-c2ccccc2)CC1	3%	-49%	9%	14%	-3%	2%	0%	11%	-12%	3%	-1%
O=c1[nH]c(=S)n(C2CC2)c(O)c1C=NCCN1CCOCC1	0%	-2%	-2%	-17%	/	1%	1%	0%	3%	1%	1%
CNC(=O)c1cccn(Cc2cccc(C(F)(F)F)c2)c1=O	6%	-56%	?	-32%	2%	2%	4%	-2%	0%	-1%	-17%
Cn1c(O)c(/C=N/N2CCOCC2)c(=O)[nH]c1=S	5%	1%	-2%	27%	-11%	1%	0%	-2%	0%	-4%	0%
CN(C)C(=O)NC(O)C(Cl)(Cl)Cl (configuration not stated)	-1%	8%	2%	16%	-8%	2%	-2%	1%	-7%	5%	-1%
Cc1ccc(-n2c(O)c(/C=N/c3ncc(Br)cc3Br)c(=O)[nH]c2=O)cc1	0%	-3%	3%	-6%	4%	1%	-10%	-1%	3%	2%[10 µM]	1%
CCN1CCN(c2cc(C)c3cc(NC(=O)c4ccc(OC)c(OC)c4)ccc3n2)CC1	-11%	-55%	1%	4%	-16%	-15%	-1%	-6%	7.9µM*	2%	5%
CC(=O)OC1=CC[C@H]2[C@@H]3CC[C@H]4C[C@H](OC(C)=O)[C@@H](OC(C)=O)C[C@]4(C)[C@H]3CC[C@]12C	/	-8%	-9%	/	/	0%	-1%	-1%	18%	/	5%
CN(C)C(=O)Oc1cccc2c(OC(=O)N(C)C)cccc12	-3%	11%	3%	-2%	4%	-13%	16%	3%	8%	1%	11%
CCn1cc(CN2CCCC(C(=O)c3cccc(OC)c3)C2)c(C)n1 (configuration not stated)	-1%	-37%	-9%	-1%	50µM*	0%	-1%	-4%	-1%	2%	-6%
More compounds.
SMILES	MLL CXXC-DNA inh	BRCA1 expr up	ELG1 genotox	RORgamma inh	MBNL1-CUG inh	FLuc modulator	Rab9 prom act	p53 reactivation	uPA generation	Gal4-VP16 FLuc	NPC1 promoter act
CCN1CCN(Cc2ccccc2C)CC1	4%	3%	0%	2%	-8%	3%	1%	0%	-1%	-10%	-2%
CN1C(=O)C(=CN2CCN(C(=O)c3ccco3)CC2)C(=O)N(C)C1=S	2%	-28%	-2%	-10%	/	2%	-7%	-5%	-5%	-11%	-3%
O=C(/C=C/c1ccc2c(c1)OCO2)c1c(O)n(CCC2=CCCCC2)c(=O)[nH]c1=O	24%	-66%	-1%	-5%	-4%	-4%	-9%	-14%	-4%	-22%	0%
CC(Cc1ccccc1)[n+]1cc(/N=C(\[O-])Nc2ccccc2)on1 (configuration not stated)	1%	6%	5%	28%	7%	-16%	-5%	5%	1%	-23%	-1%
COc1ccc2c(c1OC)CN(C)CCc1cc3c(cc1C(=O)C2)OCO3	3%	-2%	-2%	-3%	3%	0%	-1%	-3%	-10%	0%	-3%
COC(=O)C1=C(c2ccccc2OCc2ccccc2)C[C@@H]2CC[C@H]1N2C(=O)NCc1ccc([N+](=O)[O-])cc1	/	-54%	-5%	/	/	5%	-12%	4%	?	/	-6%
O=C(c1cc(C(=O)NCc2ccccc2)c(=O)n(Cc2ccccc2)c1)c1cc(Cl)ccc1O	15%	-64%	-7%	?	24%	4%	-7%	-7%	2%	-9%	0%
O=C1NC(=S)N(c2ccccc2F)C(=O)/C1=C\c1cccs1	?	-92%	7%	-12%[10 µM]	/	?	-3%	-17%	17%	-88%	-11%
CCCCN1C(=O)/C(=C/C=C/c2ccco2)C(=O)NC1=S	?	0%	4%	1%	-4%	?	2%	20%	-3%	2%	1%
C/C(=C\c1ccc(N(C)C)cc1)[N+](=O)[O-]	-9%	-83%	15%	7.1µM*	2%	?	-7%	-14%	/	22µM*	-11%
CC1(c2ccccc2)CC(C)(C)N2C(=O)C3(C(C#N)=C(N)Oc4cc(O)ccc43)c3cccc1c32 (configuration not stated)	-1%	-61%	-7%	5%	-4%	6%	-2%	-4%	?	-11%	-8%
O=c1[nH]c(=O)n(CCc2ccccc2)c(O)c1C=NCc1ccc2c(c1)OCO2	75%[activator]	6%	14%	2%	-1%	3%	-1%	-5%	/	-20%	-7%
C[C@]12CCC3=C4CCC(=O)C=C4CC[C@H]3C1CC[C@@H]2O (some centres not stated)	-1%	-35%	2%	-12%	19%	1%	-1%	1%	-1%	-9%	1%
CCN(CC)CCN=Cc1c(O)n(Cc2ccccc2)c(=O)[nH]c1=O	2%&80%	-15%&7%	2%&2%	3%&-4%	-4%&-11%	1%&1%	0%&-5%	-1%&1%	4%	2%&1%	3%&7%
CC(=O)NC(Cc1ccc(N(CCCl)CCCl)cc1)C(=O)NC(CC(C)C)C(=O)O (configuration not stated)	26%	-12%	-7%	-15%	?	4%	-1%	3%	0%	-7%	1%
CCCCC(=O)N/N=C/c1c(O)n(Cc2ccc(F)cc2)c(=O)[nH]c1=O	59%[activator]	-34%	0%	-37%	-17%	?	-4%	1%	3%	-11%	-1%
CC(C)n1cc(C(=O)N(CC(=O)NC(C)(C)C)Cc2ccccc2)cn1	-3%	-13%	0%	?	-9%	0%	-1%	-6%	2%	-1%	0%
COc1c2c(cc3c1OCO3)CC[N+](C)=C2	-22%	4%	-7%	3%&-2%&-1%	?	0%	-8%	-4%	3%	-7%&-16%&-4%	-3%
O=C(Nc1ccccc1)Oc1ccccc1	5%	4%	4%	11%	0%	-11%	1%	8%	-10%	14%	-3%
Cc1cccnc1-n1c(-c2ccccc2)nc2ccccc2c1=O	1%	-12%	0%	2%	-3%	0%	0%	1%	2%	1%	-1%
